MT stabilizer: microtubule stabilizers in HeLa cells, primary screen, imaging, high-content imaging; actives 0.83% (n = 200,000); HeLa tubulin immunostaining HCS, 24 h; share of cells brighter than vehicle mean+2SD; % tubulin-high responders, % at 10 µM;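 active means plate Z-score above 3 for both tubulin-high and condensed-nucleus cell shares, with cell loss under 80%, at 10 µM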;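 further: anti alpha tubulin signal scored within the nucleus-defined area of each cell; some results filed as inactive read as strong as hits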
Lipid droplet: inhibitors of hepatocyte lipid droplet formation, primary screen, imaging, high-throughput imaging, BODIPY stain. actives 0.4% (n = 240,000). inhibition, % at 6.5 µM. AML12 mouse hepatocytes, oleate lipid droplets;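 active means lipid droplet intensity inhibited by at least 50%, with more than 500 cells counted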
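System: AML12 hepatocytes (mouse). Probe or stimulus: oleic acid at 100 µM to induce lipid droplet formation. Times: overnight treatment with compound plus oleate. Detection: Image-based BODIPY and DAPI two-channel analysis. Evaluation: percent inhibition of filter-corrected integrated lipid droplet intensity per well.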
T cell HTS: modulators of CD8 T cell-vesicle binding, primary screen, mouse 2C CD8+ T cells, flow cytometry. 2C CD8+ T cell-vesicle binding; stronger effect = lower value. calls only at 7 µM. actives 0.068% (n = 330,000). AID 2052, 2009;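 active means response, share of CD8 T cells binding vesicles, and their 90th percentile fluorescence all below set limits, cut at about 80% in these data, passing the limit was not always enough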
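Assay system – 2C mouse CD8+ T cells · Also added – QL9-loaded Drosophila micro-vesicles · Timing – Cell–vesicle co-incubation 1.5 h at 37 °C, staining 20 min on ice · Signal – flow cytometry of vesicle-bound cells · Measure – percent CD8+ FL2 mean versus row control · Controls – Peptide-free naked vesicles (low) and QL9 vesicles with 0.7% DMSO vehicle (high)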
Ins promoter up: insulin promoter activators in MIN6 cells, imaging, high-content screening, mouse beta cells. MIN6 insulin promoter-GFP reporter; stronger effect = higher value. z-score at 5 µM. actives 0.3% (n = 190,000). AID 1625, 2009;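 active means z-score above 3 at 5 µM with at least 500 cells counted in the well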
b-catenin transl: modulators of beta-catenin nuclear translocation, primary screen, imaging, HeLa cells, immunofluorescence, high-content; nuclear translocation activity, % at 5 µM; AID 1665, 2009; actives 0.3% (n = 190,000);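 active means nuclear translocation activity above 50% at 5 µM, with a well cell count of 50 or more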;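 further: per-cell ratio of nuclear to cytoplasmic median beta-catenin stain intensity; plate controls were DMSO negative control for no effect and GSK-3 inhibitor IX positive control for full effect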
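Test system: human HeLa cells, endogenous beta-catenin. Times: 24 h compound exposure, 37°C. Measured by: beta-catenin immunofluorescence imaging with DAPI.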
ER stress rescue: rescue of cells from ER stress-induced death, primary screen, 384-well, CSM14.1, thapsigargin, ATP luminescence (AID 1222). CSM14.1 thapsigargin-induced death rescue, ATP luminescence; higher % means a stronger effect. cellular ATP content (survival), % at 20 µM; hits with a dose series show EC50 in µM. 190,000 tested, under 10 active;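 active means EC50 below 50 µM in the dose-response confirmation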;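 further: death triggered by thapsigargin at about 15 µM added after 2 h compound pretreatment; cell ATP read after overnight thapsigargin exposure of roughly 18 to 22 hours; normalized against plate controls of thapsigargin alone and 5% DMSO vehicle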
Dynein transport: inhibitors of GR-EGFP nuclear translocation, primary screen, dynein cargo transport inhibitor project, imaging, high-content, 3617.4 mouse cells | actives 0.47% (n = 220,000) | test concentration mostly 20 µM; stimulated with dexamethasone, 1 µM; stronger effect = lower value | z-score, hits read low;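 active means plate z-score of nuclear minus cytoplasmic receptor signal below a set negative limit, without overly bright fluorescence or cell loss, cut at about -3.5 in these data, passing the limit was not always enough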;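 further: z-score of nuclear minus cytoplasmic ring GR-EGFP intensity difference per well; some compounds called inactive have numbers as strong as hits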
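Buffer or medium – tet-free medium with charcoal-stripped serum · Signal – automated 10x imaging of fixed Hoechst-stained cells · Also added – dexamethasone agonist, 1.0 µM final, for 30 min · Incubation – induction 48 h, compound 1 h, agonist 30 min · Read-out – GR-EGFP nuclear translocation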
Autophagy mod: autophagy modulators in MEF cells, primary screen, imaging, high-content, MEF GFP-LC3; AID 463193, 2010; calls only at 10 µM (by protocol); actives 0.98% (n = 190,000); MEF GFP-LC3 puncta imaging; test concentration mostly 10 µM;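 active means percentage of spot-positive cells more than 3 SD above its plate mean, without a fluorescence outlier flag or 80% toxicity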;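 further: spot-positive cell cutoff set from DMSO-treated cells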
PhoP inhibition: inhibitors of PhoP regulon expression, primary screen, Salmonella Typhimurium, GFP reporter (AID 1863); S. Typhimurium PhoP-regulated promoter GFP reporter, 4 h; higher % means a stronger effect; one-dose inhibition, % at 50 µM; IC50 in µM for titrated hits; actives 0.16% (n = 300,000);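 active means inhibition over 29.93%, a cutoff 3 SD above the screen mean, later confirmed by dose response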;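 further: 0% = low Mg2+ inducing control and 100% = high Mg2+ repressing control; strong numbers were not always called active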
Dynein transport cytoplasmic EGFP: also measured in Dynein transport; calls as there; z-score; measured here: cytoplasmic GR-EGFP intensity; stronger effect = higher value
Dynein transport nuclear GR-EGFP: recorded beside Dynein transport, whose call it bears; z-score; measured here: nuclear GR-EGFP intensity;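 lower value marks the stronger effect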
Dynein transport cell count: also measured in Dynein transport; calls as there; z-score; measured here: cell count per field
Ins promoter up cell count: also measured in Ins promoter up; calls as there; cell count; measured here: cytotoxicity, nuclei count;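 total cells summed across four imaged fields per well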
Lipid droplet cells 6.5 µM: further read-out of Lipid droplet, marked with its call; cell count; measured here: cell count, cytotoxicity flag;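 cells counted across two imaged fields per well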
b-catenin transl cell count 5 µM: second read-out of b-catenin transl, no call of its own (marks repeat the call); cell count; measured here: cell count, cytotoxicity flag
T cell HTS vesicle-bound %: further read-out of T cell HTS, marked with its call; double positive events, %; measured here: CD8+ vesicle-bound cell fraction;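 binding gate set so that unloaded-vesicle control wells show 10% double positive cells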
MT stabilizer Hoechst-high %: second read-out of MT stabilizer, no call of its own (marks repeat the call); % Hoechst-high responders; measured here: nuclear condensation Hoechst responders;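 share of cells brighter than vehicle mean plus two SD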
MT stabilizer cytotoxicity %: also measured in MT stabilizer; calls as there; toxicity, %; measured here: cytotoxicity by cell density;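 0% = mean cell density of plate MIN control wells and 100% = no cells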
Autophagy mod cell loss 18 h: recorded beside Autophagy mod, whose call it bears; toxicity, %; measured here: cell loss, nuclei count;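 cell loss after 18 h compound exposure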
* hit, by the source's call; i = inactive; / = not tested or not shown. Rows were taken by chance. Share with any hit: about 3%.

Start of the data: the first 3 compounds, to show the layout:
SMILES	MT stabilizer	MT stabilizer Hoechst-high %	MT stabilizer cytotoxicity %	Lipid droplet	Lipid droplet cells 6.5 µM	T cell HTS	T cell HTS vesicle-bound %	Ins promoter up	Ins promoter up cell count	b-catenin transl	b-catenin transl cell count 5 µM	ER stress rescue	Dynein transport	Dynein transport cytoplasmic EGFP	Dynein transport nuclear GR-EGFP	Dynein transport cell count	Autophagy mod	Autophagy mod cell loss 18 h	PhoP inhibition
Cc1onc(-c2ccccc2Cl)c1C(=O)Nc1cccc(-c2cn3cccnc3n2)c1	4.9	2.8	5.5	-4	673	i	59	-1.1	1121	/	/	-2.3%	-0.64	-0.21	-0.45	0.85	i	34	-2%
Cc1ccc(N(Cc2cc3ccc(C)cc3[nH]c2=O)S(C)(=O)=O)c(C)c1	/	/	/	-1	747	i	12	-0.29	1106	1.5	1302	/	0.73	-0.2	0.34	-0.62	/	/	-6%
O=C(O)c1cc(-c2cccnc2)nc2ccc(Br)cc12	3.1	2.9	7.3	2	725	i	49	0.64	1161	/	/	-1.0%	-1.1	0.8	-0.57	7.7	i	-1	-7%

All compounds of this part, from the start:
SMILES	MT stabilizer	MT stabilizer Hoechst-high %	MT stabilizer cytotoxicity %	Lipid droplet	Lipid droplet cells 6.5 µM	T cell HTS	T cell HTS vesicle-bound %	Ins promoter up	Ins promoter up cell count	b-catenin transl	b-catenin transl cell count 5 µM	ER stress rescue	Dynein transport	Dynein transport cytoplasmic EGFP	Dynein transport nuclear GR-EGFP	Dynein transport cell count	Autophagy mod	Autophagy mod cell loss 18 h	PhoP inhibition
Cc1onc(-c2ccccc2Cl)c1C(=O)Nc1cccc(-c2cn3cccnc3n2)c1	4.9	2.8	5.5	-4	673	i	59	-1.1	1121	/	/	-2.3%	-0.64	-0.21	-0.45	0.85	i	34	-2%
Cc1ccc(N(Cc2cc3ccc(C)cc3[nH]c2=O)S(C)(=O)=O)c(C)c1	/	/	/	-1	747	i	12	-0.29	1106	1.5	1302	/	0.73	-0.2	0.34	-0.62	/	/	-6%
O=C(O)c1cc(-c2cccnc2)nc2ccc(Br)cc12	3.1	2.9	7.3	2	725	i	49	0.64	1161	/	/	-1.0%	-1.1	0.8	-0.57	7.7	i	-1	-7%
CC(C)(C)n1ncc2c(=O)n(CC(=O)Nc3ccccc3)cnc21	2.5	2.9	11	/	/	i	12	0.1	1515	-4.9	942	0.5%	1.1	-0.22	0.65	-0.24	i	12	-12%
COc1cc(/C=C2/C(=O)N(c3ccc([N+](=O)[O-])cc3)N=C2N2CCOCC2)ccc1O	/	/	/	8	711	i	25	0.25	1397	1.4	999	/	-0.00039	-0.23	-0.016	0.34	/	/	-2%
O=C(c1csc(Nc2ccccc2Cl)n1)N1CCCC1	3.3	2.4	1.6	15	589	i	52	0.51	1819	-1.2	1057	-2.1%	-0.69	-0.09	-0.39	-0.28	i	3	6%
CCCCCCc1nnc(N)s1	1.2	1.4	4.6	10	779	i	31	0.44	959	/	/	-1.6%	-0.017	-0.12	0.35	-0.26	i	-6	4%
O=C(Cc1c[nH]c2ccccc12)NCc1ccc(Cl)cc1Cl	4.9	2.3	4.9	-8	637	i	45	-0.25	1365	-4.1	604	0.2%	0.39	-0.28	-0.041	-0.083	i	9	16%
COCCCNC(=O)c1ccc(CS(=O)(=O)Cc2cccc(C)c2)o1	5.3	2.8	7.7	/	/	i	50	-0.02	1495	-2.1	1372	-1.8%	0.32	-0.16	0.88	-0.32	i	5	8%
CCC(=O)Nc1nc2ccccc2n1Cc1ccc(C)cc1	3.2	1.9	2.9	/	/	i	19	-0.43	1422	1.5	729	-0.3%	0.34	0.26	0.76	-0.33	i	11	3%
CCCN(C(=O)c1cc(S(=O)(=O)N2CCCCC2)ccc1Cl)C1CCS(=O)(=O)C1 (stereo unspecified)	/	/	/	-2	716	i	22	0.22	1024	2.1	1363	/	2.1	-0.19	0.85	-1.5	/	/	7%
O=C(NC(Cc1ccc2c(c1)OCO2)C(=O)N1CCCC1C(=O)O)c1ccccc1 (stereo unspecified)	2.2	1.6	10.0	/	/	i	50	1.4	1346	-3.3	966	/	-0.63	-0.36	-0.4	0.32	i	-8	7%
Cn1cc(CN2CCCC(C(=O)c3ccc(-c4ccccc4)cc3)C2)cn1 (stereo unspecified)	0.8	1.4	7.3	2	735	i	12	-0.34	1467	-2.3	1040	-1.1%	-0.8	-0.28	-0.52	1.1	i	4	0%
COCC(C)n1c(C)cc(C(=O)CSc2nnc(N)s2)c1C (stereo unspecified)	0.9	1.3	11	10	751	i	17	/	/	-2.4	1219	2.1%	-0.71	0.03	-0.29	0.96	i	-1	4%
O=C(CN1CCN(c2ccccc2)CC1)N1N=CCC1c1ccccc1 (stereo unspecified)	0.9	2.8	13	/	/	i	41	/	/	/	/	0.1%	0.34	-0.2	-0.4	0.21	i	-3	-2%
Cn1c(SCc2ccon2)nc2ccccc2c1=O	3.5	1.5	2.6	1	753	i	17	0.65	1332	/	/	-2.4%	1.3	-0.26	0.69	-0.22	i	32	3%
CCOC(=O)Cn1c(N2CCOCC2)nc2c1c(=O)[nH]c(=O)n2C	3.8	1.6	37	-5	679	i	18	0.19	1260	1.0	971	-0.6%	-0.86	-0.25	-0.57	0.56	i	0	7%
COC(=O)C1=CN(Cc2cccs2)C=C(C(=O)OC)C1c1cccc(OC)c1OC	4.0	1.9	2.6	/	/	i	31	1.1	1580	-1.7	980	0.2%	-0.95	-0.11	-0.16	0.74	i	31	2%
COc1cc(/C=C(\C#N)c2ccccn2)cc(OC)c1O	/	/	/	8	652	i	59	0.28	675	2.6	1272	/	-0.33	-0.23	0.45	-0.53	/	/	3%
Cc1nnc(SCc2cnc(-c3ccc(C(C)C)cc3)s2)n1C	2.9	1.9	14	/	/	i	16	0.09	612	-0.9	856	-10%	0.22	-0.31	-0.036	0.26	i	7	17%
O=C(NCCCN1CCOCC1)C1COc2ccccc2O1 (stereo unspecified)	1.9	1.6	3.9	/	/	i	38	0.43	1345	-2.2	1364	-0.6%	0.0052	-0.23	-0.81	0.13	i	-4	-8%
CCC(CC)c1nnc(NC(=O)CCNC(=O)c2ccccc2Cl)s1	3.0	3.0	6.1	-6	728	i	48	0.49	1293	-2.0	1129	-3.3%	0.08	-0.23	0.044	-0.36	i	-3	-4%
CCN(C(=O)CSc1nc2ccc([N+](=O)[O-])cc2s1)C1CCS(=O)(=O)C1 (stereo unspecified)	7.9	2.7	9.4	-18	679	i	41	0.23	1191	-1.4	1073	1.1%	0.12	-0.26	-0.26	1.1	i	0	-8%
Cc1ccc2c(c1)C1CN(C)CCC1N2C(=S)Nc1ccc(OC(F)F)cc1 (stereo unspecified)	6.9	1.7	7.5	4	628	i	39	0.03	1299	-0.7	1065	-0.5%	-0.18	-0.34	0.35	0.89	i	12	-2%
CC(C)=CC(=O)OCC(=O)Nc1cc(C)cc(C)c1	1.6	1.6	7.1	0	697	i	30	0.6	1578	-2.2	1032	-0.8%	-0.36	-0.018	0.24	0.34	i	-10	-4%

Retrieved by compound from the entries so far, three records:
SMILES	MT stabilizer	MT stabilizer Hoechst-high %	MT stabilizer cytotoxicity %	Lipid droplet	Lipid droplet cells 6.5 µM	T cell HTS	T cell HTS vesicle-bound %	Ins promoter up	Ins promoter up cell count	b-catenin transl	b-catenin transl cell count 5 µM	ER stress rescue	Dynein transport	Dynein transport cytoplasmic EGFP	Dynein transport nuclear GR-EGFP	Dynein transport cell count	Autophagy mod	Autophagy mod cell loss 18 h	PhoP inhibition
O=C(NCCCN1CCOCC1)C1COc2ccccc2O1 (stereo unspecified)	1.9	1.6	3.9	/	/	i	38	0.43	1345	-2.2	1364	-0.6%	0.0052	-0.23	-0.81	0.13	i	-4	-8%
COC(=O)C1=CN(Cc2cccs2)C=C(C(=O)OC)C1c1cccc(OC)c1OC	4.0	1.9	2.6	/	/	i	31	1.1	1580	-1.7	980	0.2%	-0.95	-0.11	-0.16	0.74	i	31	2%
Cc1ccc2c(c1)C1CN(C)CCC1N2C(=S)Nc1ccc(OC(F)F)cc1 (stereo unspecified)	6.9	1.7	7.5	4	628	i	39	0.03	1299	-0.7	1065	-0.5%	-0.18	-0.34	0.35	0.89	i	12	-2%
